Glyco luc inh = blocks N-linked glycosylation in D54 reporter cells. D54 ERlucT glycosylation luciferase reporter, 24 h; percent of 100 nM tunicamycin response. reporter increase, % at 12.5 µM. hit rate 0.23% among 360,000. AID 588692;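 active = mean luciferase reporter signal, scaled so untreated is 0 and the glycosylation-blocking control 100, at or above a set limit in every replicate; inconclusive = mean reaches the limit but not every replicate does; inactive = mean below the limit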;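 also: luciferase carries N-glycosylation sites so blocking glycosylation raises the light; 0% = median of neutral control wells and 100% = median of 100 nM tunicamycin wells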
Granule exo inh = blocks lytic granule exocytosis; hit rate 0.66% among 360,000; TALL-104 LAMP-1 surface exposure, flow cytometry; cells stimulated with thapsigargin and PMA; inhibition, % at 10 µM;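 active = inhibition above about 55%, limit read from the data; inconclusive = no clear call, values can overlap the other calls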
hiPSC survival = enhancers of human iPSC single-cell survival. hit rate 0.044% among 360,000. hiPSC single-cell survival, ATPlite luminescence; 100% = ROCK inhibitor wells, 0% = DMSO. AID 602274. survival enhancement, % at 20 µM; in the data active = survival enhancement above about 18%;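 also: cells exposed to compounds for 16 hours before the ATP read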
Cardio protect = protects H9c2 cardiomyocytes from peroxide injury; H2O2 injury protection, ATPLite, 2 h; protection from H2O2 cell death, % at 20 µM; hit rate 0.63% among 360,000; AID 588492;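 active = compounds giving at least 50% protection of heart cells from peroxide-induced death in the single-dose screen, raw or plate-pattern-corrected value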;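 also: 0% = DMSO wells with peroxide and 100% = DMSO wells without peroxide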
CaV13 ICDI inh = Primary screen for inhibitors of IQ motif and Ca2+-dependent inactivation inhibitor domain binding in CACNA1D, Förster resonance energy transfer in living cells, … | HEK cells, CFP/YFP FRET ICDI-IQ, plate reader, 10 min; percent FRET-ratio fall versus neutral wells | inhibition, % at 12.3 µM | hit rate 0.098% among 340,000;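 active = mean replicate inhibition of at least 30% and at least 1% of replicates passing that level; inconclusive = only one of the two criteria is met; inactive = neither criterion is met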;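 also: 0% = median of the neutral control wells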
PDI turbidity = inhibitors of human protein disulfide isomerase. PDI insulin aggregation turbidity, A650, 90 min. inhibition, % at 10 µM. hit rate 0.052% among 350,000;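 active = mean inhibition across replicates of 30% or more, whatever share of single replicates reach that level; inconclusive = mean inhibition below 30% while every single replicate reaches 30%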;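 also: absorbance from insulin aggregation driven by PDI reduction with DTT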
Target sequence (P07237 whole entry, looked up): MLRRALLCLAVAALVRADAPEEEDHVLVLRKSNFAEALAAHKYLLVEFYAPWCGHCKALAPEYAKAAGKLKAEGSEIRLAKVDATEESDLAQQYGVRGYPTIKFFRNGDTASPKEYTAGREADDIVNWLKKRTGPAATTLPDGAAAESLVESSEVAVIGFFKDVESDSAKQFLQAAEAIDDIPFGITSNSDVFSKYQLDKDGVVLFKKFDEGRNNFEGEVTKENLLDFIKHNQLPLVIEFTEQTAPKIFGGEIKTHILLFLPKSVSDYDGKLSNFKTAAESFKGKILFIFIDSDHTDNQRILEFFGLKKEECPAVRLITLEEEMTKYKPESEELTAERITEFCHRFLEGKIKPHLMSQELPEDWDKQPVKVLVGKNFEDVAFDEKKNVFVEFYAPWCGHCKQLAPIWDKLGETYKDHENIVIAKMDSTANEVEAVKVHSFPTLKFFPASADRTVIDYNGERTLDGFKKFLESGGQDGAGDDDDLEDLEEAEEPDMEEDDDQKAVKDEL
HTR2A ag = agonists of mouse serotonin 5-HT2A receptor (HTR2A); P35363; CHO-K1 mHTR2A beta-arrestin complementation, luminescence; percent of 30 µM serotonin response; activation, % at 7.6 µM; hit rate 0.66% among 360,000;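 active = activation above a run cutoff, the mean activation of all tested compounds plus 3 SD, cut at about 14% in these data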;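 also: 0% = plate median of compound wells and 100% = 30 µM serotonin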
Target sequence (P35363 whole entry, looked up): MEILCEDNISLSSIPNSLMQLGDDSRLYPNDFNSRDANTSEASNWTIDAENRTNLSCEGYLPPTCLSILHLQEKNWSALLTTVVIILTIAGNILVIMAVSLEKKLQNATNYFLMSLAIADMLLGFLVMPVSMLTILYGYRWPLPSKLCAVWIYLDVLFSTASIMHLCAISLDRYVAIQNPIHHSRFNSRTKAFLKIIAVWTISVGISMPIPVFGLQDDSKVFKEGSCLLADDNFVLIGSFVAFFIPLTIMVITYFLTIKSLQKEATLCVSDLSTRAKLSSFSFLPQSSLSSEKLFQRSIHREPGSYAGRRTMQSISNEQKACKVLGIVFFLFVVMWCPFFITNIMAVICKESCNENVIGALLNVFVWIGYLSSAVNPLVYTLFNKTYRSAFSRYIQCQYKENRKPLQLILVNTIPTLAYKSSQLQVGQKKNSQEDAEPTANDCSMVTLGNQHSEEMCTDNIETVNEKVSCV
ABCB6 inh 2 = blocks the human ABCB6 transporter | hit rate 0.19% among 360,000 | fluorescence ratio to DMSO, % at 10 µM | K562-ABCB6 porphyrin accumulation, flow cytometry, 1 h; hits give low values | AID 602162;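 active = fluorescence ratio to DMSO below 75%, the collection mean minus 3 SD; inconclusive = too few cells collected in the well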;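 also: signal is porphyrin accumulated inside mitochondria; 100% equals median channel fluorescence of DMSO control wells; lower ratio means ABCB6 inhibition with less porphyrin fluorescence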
aDG glyco act = increases alpha dystroglycan glycosylation. Pro5-aDG cells, alpha-DG glycosylation AlphaScreen (IIH6); 0% Pro5, 100% B10-LARGE cell signal. activation, % at 10 µM. hit rate 0.22% among 360,000. AID 624168;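 active = activation of at least 8% versus controls, or a plate z-score of at least 8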;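 also: Pro5 are CHO cells carrying HIG-tagged alpha-DG that lacks glycosylation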
Vif inh = inhibitors of HIV Vif | inhibition, % at 7.49 µM | AID 602346 | HEK293T cells, Vif self-association by quenched fluorescence, imaging, 24 h | hit rate 0.35% among 340,000; in the data active = inhibition above about 50%, passing the limit was not always enough; inconclusive = no clear call, values can overlap the other calls; inactive = below about 31%; also: some results filed as inactive read as strong as hits
* = called active by the depositor; ? = inconclusive; . = no result given. Hits appear at their usual frequency; overall some 3.1% were active at least once.

SMILES	Glyco luc inh	Granule exo inh	hiPSC survival	Cardio protect	CaV13 ICDI inh	PDI turbidity	HTR2A ag	ABCB6 inh 2	aDG glyco act	Vif inh
CCOC(=O)CNC(=O)c1c2c(nc3ccccc13)CCCC2	-1	0	-2.0	1	-7	1	7	98	0.2	4
Cc1ccc(C(=O)NC2CCS(=O)(=O)C2)cc1S(=O)(=O)N1CCCCC1 (centres undefined)	1	12	1.2	13	.	-6	1	102	0.2	20
Cn1nc([N+](=O)[O-])nc1N1CCOCC1	6	-6	2.0	1	-5	15	-2	97	-0.2	?
CC1CCCCC1NC(=O)COC(=O)c1cccn1C (centres undefined)	0	6	-0.5	5	-7	-9	15*	97	-0.1	3
Cc1ccc(C)c(S(=O)(=O)Nc2cc3c4c(c2)CC(=O)N4CCC3)c1	1	-3	-0.5	5	-7	-4	-3	98	0.1	1
COc1ccc(S(=O)(=O)N2CCOC23CCN(S(=O)(=O)c2cc(C)ccc2C)CC3)cc1	-4	-4	-0.5	-1	-2	-7	-5	92	-0.1	0
N#Cc1ccccc1Sc1ccccc1C(=O)N1CCOCC1	-1	-4	-3.6	8	.	-1	3	100	0.0	.
CCCNC(=O)c1c(O)c2cccc3c2n(c1=O)CCC3	0	-3	0.0	3	-5	5	6	92	0.1	.
CSc1ccc(Cl)c(C(=O)Nc2ccc(N3CCOCC3)cc2)c1	0	1	0.5	2	-2	-5	-3	93	0.7	-2
COc1ccc(-c2[nH]c(-c3cc(OC)c4c(c3)OCO4)nc2-c2ccccc2)cc1	14	-3	1.8	-12	.	-4	0	89	1.5	0
COc1ccc(/C=C/C(=O)O)cc1S(=O)(=O)NCC1CCCO1 (centres undefined)	3	-1	-0.5	8	-4	-6	6	101	0.0	-3
O=C(Cn1cnc2cc([N+](=O)[O-])ccc2c1=O)Nc1ccc2c(c1)CCC2	0	-16	-1.8	-2	.	-13	1	166	0.0	.
CC1CCN(C(c2ccc(N(C)C)cc2)c2nnnn2Cc2ccc(F)cc2)CC1 (centres undefined)	1	7	-2.0	-9	.	-14	6	100	0.5	4
O=C(O)Cn1ncc2c1-c1ccoc1CC2	-1	0	-0.2	15	-4	.	1	98	-0.1	-2
COc1ccc(C2NC(=O)c3sc4nc(C)c(C(C)=O)c(-c5ccc(Cl)cc5)c4c3N2)cc1 (centres undefined)	-3	-2	3.7	8	-6	3	3	99	0.0	5
COc1ccc(OC)c(C2C3=C(CC(C)(C)CC3=O)Nc3nnnn32)c1 (centres undefined)	-1	0	0.4	-1	-2	-7	6	99	1.4	1
O=C(c1ccc(F)cc1)N1CCCC(c2nc(-c3ccncc3)no2)C1 (centres undefined)	-2	4	-0.7	0	-10	13	0	95	0.3	-4
O=C(NCCc1ccccc1F)C1CCC(=O)N(CCCN2CCCC2=O)C1 (centres undefined)	0	3	-0.6	-3	-2	9	3	95	-0.2	-2
CCOP(=O)(OCC)C(Nc1cccc(C(F)(F)F)c1)c1ccc(F)cc1 (centres undefined)	-1	-4	0.5	-1	-4	-10	-1	96	-0.1	-4
Cc1nc(C(C)N(C)Cc2nc(Cc3ccccc3F)no2)c(C)s1 (centres undefined)	-3	2	0.7	-1	-1	-5	1	100	0.0	.
O=C(O)CCC(=O)Nc1ccc(F)cc1	.	1	-0.5	8	-6	5	-6	94	-0.1	.
CNC(=O)C12N=CNN=C1N(C)C(=O)N2C (centres undefined)	1	2	0.7	3	-5	16	0	98	-0.1	3
Cc1c(NC(=O)C(c2ccccc2)c2ccccc2)cccc1C(=O)O	0	-1	0.2	-2	-4	3	7	87	0.4	6
COc1ccccc1C(=O)NCCC(=O)N1CCN(C(=O)c2ccco2)CC1	-1	0	-0.2	-2	-4	5	0	97	-0.4	.
Cc1nnc(SCCC(C)C)[nH]c1=O	3	-2	-0.3	0	-4	5	0	99	-0.3	-1
O=[N+]([O-])c1ccc(-c2cnc(SCc3ccccc3Cl)[nH]2)cc1	-4	14	0.9	-31	.	2	-13	102	0.1	0
Cc1ccccc1N(CC(=O)NCc1ccco1)C(=O)CCC(=O)Nc1nccs1	1	-17	-1.8	9	-4	-4	7	108	0.0	-12
CC(C)(C)c1ccc(C(=O)NCCOc2ccccc2F)cc1	-18	-1	-0.5	-6	-3	-10	-2	87	-0.1	2
O=C(Cc1ccccc1)Nc1c[nH]c(=O)[nH]c1=O	1	-2	5.1	0	-9	6	4	91	0.0	3
CCN(c1ccccc1)S(=O)(=O)c1cc(NC(=O)COC(=O)C2CC2)ccc1Cl	0	-2	-0.3	-13	-4	2	-2	95	0.4	20
O=C1NC[C@H](Cc2ccccc2)N(C[C@H]2CCCN2C[C@H](Cc2ccccc2)N2C[C@H](Cc3ccc(O)cc3)N(CCc3ccccc3)C(=O)C2=O)C1=O	37*	1	1.8	35	-7	42*	-4	103	0.1	.
CS(=O)(=O)c1ccc(Cl)c(NC(=O)CCN2C(=O)NC3(CCCC3)C2=O)c1	-4	-4	-1.4	3	-6	-4	1	90	-0.1	21
CC(C)(C)OC(=O)NCCCC[C@H](NC(=O)c1nc[nH]c1C(=O)NC1CCN(C(=O)OC(C)(C)C)CC1)C(=O)OC(C)(C)C	-4	-10	-0.2	28	-8	5	1	90	0.2	-1
Cc1ccc(-n2c(=O)[nH]cc(C(=O)N3CCc4ccccc43)c2=O)cc1C	3	3	-0.2	2	-6	2	3	100	-0.1	-2
CCOC(=O)c1sc(Nc2ccc(F)cc2)nc1C	0	1	3.3	-10	-3	-4	-2	100	-0.6	.
CCC1CCCCN1C(=O)CSc1nnc(-c2ccc(Cl)s2)o1 (centres undefined)	1	-7	4.8	-15	-1	-9	0	99	-0.1	-3

Filtered by structure: those above with a thiophene ring, fused or not.
SMILES	Glyco luc inh	Granule exo inh	hiPSC survival	Cardio protect	CaV13 ICDI inh	PDI turbidity	HTR2A ag	ABCB6 inh 2	aDG glyco act	Vif inh
COc1ccc(C2NC(=O)c3sc4nc(C)c(C(C)=O)c(-c5ccc(Cl)cc5)c4c3N2)cc1 (centres undefined)	-3	-2	3.7	8	-6	3	3	99	0.0	5
CCC1CCCCN1C(=O)CSc1nnc(-c2ccc(Cl)s2)o1 (centres undefined)	1	-7	4.8	-15	-1	-9	0	99	-0.1	-3

Other records.
SMILES	Glyco luc inh	Granule exo inh	hiPSC survival	Cardio protect	CaV13 ICDI inh	PDI turbidity	HTR2A ag	ABCB6 inh 2	aDG glyco act	Vif inh
CCOc1cc(/C=N/NC(=O)CCc2n[nH]c(=O)[nH]c2=O)ccc1O	-1	-2	-1.3	-4	-12	5	1	95	-0.4	-10
CCC(C)NC(=O)C1CCN(S(=O)(=O)c2cccc3cccnc23)CC1 (centres undefined)	1	-4	1.9	12	-2	-4	1	99	-0.2	12
COc1ccc(CN(C)C[C@@H]2OCCCC[C@H](C)Oc3ccc(NC(=O)Cc4ccccc4)cc3C(=O)N([C@@H](C)CO)C[C@@H]2C)cc1	-4	3	-2.6	14	-4	3	-1	93	0.3	-8
CCOc1ccccc1N=c1oc2cc(O)ccc2cc1C(=O)NCC1CCCO1 (centres undefined)	0	1	3.1	3	33*	7	4	101	-0.3	0
COc1ccc(O)c(C=Nc2cc(C)on2)c1	1	-2	1.1	12	-9	8	5	103	-0.2	-3
CCC(C)(C)NC(=O)C(OC(=O)c1ccco1)c1ccccc1OC (centres undefined)	-1	1	2.8	10	-5	-1	-4	102	0.1	10
Cc1ccc(NC(=O)Cc2nnc(SCC(=O)NC3=NCCS3)n2C)cc1	0	-9	0.0	1	-2	-1	1	105	0.0	4
O=C(Cn1cccc1C(=O)c1ccccc1)NCCCN1CCc2ccccc2C1	-2	-5	0.0	12	4	-1	0	103	-0.1	-10
CC(NC(=O)C(=O)c1cn(CC(=O)N2CCOCC2)c2ccccc12)c1ccccc1 (centres undefined)	0	-5	-0.3	2	-4	11	10	104	-0.3	-4
CC1CCCCN1C(=O)CSc1nc(C2CC2)nc2ccccc12 (centres undefined)	-4	10	0.2	22	-4	3	2	92	0.2	-6
Cc1ccc(C)c(NC(=O)C(NCC(C)(C)N2CCOCC2)c2ccccc2)c1 (centres undefined)	3	-3	-0.8	4	-4	-2	1	94	0.0	-2
CC(C)(C)c1ccc(S(=O)(=O)NC(=O)C2(C)CCN2C(=O)CC2CCCC2)cc1 (centres undefined)	3	2	2.5	5	-5	-1	2	92	-0.1	0
CN1CCN(NC(=O)COc2cccc(C(F)(F)F)c2)CC1	3	-2	-0.8	1	-5	0	-5	99	0.1	-2
N/C(COc1ncn(-c2ccccc2)n1)=N\S(=O)(=O)c1ccc(Cl)cc1Cl	0	3	0.3	0	5	5	-5	103	-0.2	1
CC(NC(=O)CN(c1ccccc1F)S(C)(=O)=O)c1ccccc1 (centres undefined)	2	-8	-0.3	3	-5	-3	-2	103	0.0	1
c1cncc(C(c2nnnn2C2CCCC2)N2CCN(Cc3ccc4c(c3)OCO4)CC2)c1 (centres undefined)	-1	-4	2.3	0	-5	-9	4	99	0.0	0
COc1ccc(NC(=O)N(C2CCCCC2)C(C)c2ccco2)c(OC)c1 (centres undefined)	-2	0	-1.9	-8	.	4	1	100	-0.1	-2
COc1ccc(S(=O)(=O)N2CCOCC2)cc1NC(=O)Cc1ccc(F)cc1	-1	-6	1.5	-6	-6	-3	-20	90	-0.1	.
Cc1ccc(NC(=O)CSC(C)C(=O)OCC(=O)N2CCN(C(=O)c3ccco3)CC2)cc1 (centres undefined)	-1	2	1.2	3	-4	1	2	101	0.2	61*
O=c1[nH]c(S)c(/C=C2\C=Nc3ccccc32)s1	3	5	0.5	15	-22	-1	-4	153	-0.2	2
CCc1nc2ccc(C(=O)N(C)CCCN(C)C)cn2c1N(C)Cc1cc2ccccc2s1	-4	32	-4.2	-21	-15	28	-4	102	0.5	19
COc1ccc(CNC(=O)C2CC(C)=C(C)CC2C(=O)O)cc1OC (centres undefined)	5	3	0.2	3	-18	-2	1	97	0.1	6
O=C(CCNC(=O)c1ccco1)Nc1ccc(OC(F)F)c(Cl)c1	2	-4	0.6	-2	-3	-10	1	93	-0.1	25
C=C(C)Cn1c2ccc(NC(=S)NCc3ccccc3F)cc2c(=O)n1C	2	16	-1.2	-1	-7	3	-5	93	0.2	25
CNC[C@H]1OCc2ccccc2-c2ccccc2C(=O)N([C@H](C)CO)C[C@H]1C	-1	-2	-4.1	1	-3	2	3	111	-0.1	.
CC(C)(C)c1cc[n+](-c2nc([O-])sc2C=O)cc1	2	2	0.9	0	-23	-8	3	96	0.6	-1
Cc1ccc(C(=O)C2=C(O)C(=O)N(c3ncccn3)C2c2ccc(Cl)cc2)o1 (centres undefined)	0	-2	-2.2	-3	-1	7	-2	97	0.1	-2
CCCC(=O)Nc1ccc(Br)cn1	4	-7	2.9	6	-3	0	7	92	-0.1	-18
O=C(NCc1ccccc1)C1(C(F)(F)F)C/C(=C/CCO)CCCO1 (centres undefined)	3	-5	-1.4	1	-9	2	3	97	0.2	0
CCOc1ccc(-c2cc(N)n(S(=O)(=O)c3cccc4nsnc34)n2)cc1	2	?	-0.4	-2	-5	0	-6	101	0.1	3

Bioassay records (PubChem BioAssay)
